Source: PubChem
CAL PDZ FP-1 – human CAL PDZ-peptide interaction inhibition | purified CAL PDZ, TMR-peptide fluorescence polarization, 1 h | inhibition, % at 20 µM | hit rate 0.02% among 330,000 | AID 504414;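 active = highest replicate inhibition of at least 40%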;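 also: plate controls were DMSO neutral control wells for no effect and unlabeled competitor peptide control wells for full effect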
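System: tagged CAL PDZ domain. Schedule: 1 h room-temperature incubation prior to read. Signal: fluorescence polarization (mP). Measure: percent inhibition from loss of millipolarization.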
CAL PDZ FP-2 – CAL PDZ (human) peptide binding inhibition | Q9HD26 | purified CAL PDZ, TMR-peptide fluorescence polarization, 1 h | inhibition, % at 24.9 µM | hit rate 0.92% among 300,000 | AID 602252;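 active = mean inhibition of at least 30% with at least half of replicates also reaching 30%; inconclusive = no clear call, values can overlap the other calls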;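 also: 0% = DMSO neutral control and 100% = excess unlabeled competitor peptide PRC23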
C-LANA FP – inhibitors of KSHV LANA C-terminal domain DNA binding; MBP-C-LANA/FAM-LBS DNA binding, fluorescence polarization; inhibition, % at 9 µM; hit rate 0.078% among 340,000; AID 504423;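 active = highest replicate inhibition at or above 60% at 9 µM, even if other replicates fall short; inactive = all replicates below 60% inhibition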;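 also: 0% = neutral control wells and 100% = 4 µM acridine orange control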
RTF Ca sens inh – cardiac RTF calcium desensitization; P19429+P45379; IANBD-labeled cardiac RTF, Ca2+ fluorescence; inhibition, % at 7.15 µM; hit rate 0.12% among 340,000;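 active = inhibition above the mean inhibition of all tested compounds plus 3 SD, cut at about 17% in these data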;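 also: assay run at fixed EC70 calcium of 1.6 mM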
Keap1-Nrf2 PPI – Keap1-Nrf2 (human) interaction inhibition; hit rate 0.15% among 340,000; Q14145; AID 504523; Keap1 Kelch-Nrf2 peptide fluorescence polarization, 1536-well; inhibition, % at 9.4 µM; in the data active = inhibition above about 12%; inconclusive = no clear call, values can overlap the other calls; inactive = below about 7.3%;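 also: human Keap1 Kelch domain with fluorescein labeled Nrf2 9mer peptide probe; 0% = neutral control wells and 100% = peptide positive control; higher means more block of Keap1 binding to Nrf2 peptide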
Rtt109 HAT inh – inhibitors of Candida albicans Rtt109/Vps75 histone acetyltransferase. Q5AAJ8. hit rate 0.16% among 330,000. inhibition, % at 34.9 µM. purified Rtt109/Vps75, ThioGlo CoA-SH fluorescence, 4 h;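 active = inhibition of at least 50% in every replicate; inconclusive = best replicate reaches 50% inhibition but some replicates fall short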
Target sequence (Q5AAJ8 whole entry, looked up): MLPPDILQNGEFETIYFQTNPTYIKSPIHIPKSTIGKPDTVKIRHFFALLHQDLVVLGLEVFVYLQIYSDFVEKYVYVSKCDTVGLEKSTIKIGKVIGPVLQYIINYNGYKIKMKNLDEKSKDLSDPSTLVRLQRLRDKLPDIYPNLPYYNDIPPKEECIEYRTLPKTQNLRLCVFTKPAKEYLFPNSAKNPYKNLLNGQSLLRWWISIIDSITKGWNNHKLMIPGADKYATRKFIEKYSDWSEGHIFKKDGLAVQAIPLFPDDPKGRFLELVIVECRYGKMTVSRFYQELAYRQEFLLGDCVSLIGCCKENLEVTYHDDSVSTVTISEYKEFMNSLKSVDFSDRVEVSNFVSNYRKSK
DAGLB inhibitor – diacylglycerol lipase beta (human) inhibition; AID 504411; hit rate 0.059% among 340,000; inhibition, % at 5.17 µM; HEK293T DAGLB membrane lysate, EnzChek fluorogenic substrate; in the data active = inhibition above about 34%;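 also: 0% = enzyme with vehicle and 100% = wells lacking enzyme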
Target sequence (Q8NCG7 whole entry, looked up): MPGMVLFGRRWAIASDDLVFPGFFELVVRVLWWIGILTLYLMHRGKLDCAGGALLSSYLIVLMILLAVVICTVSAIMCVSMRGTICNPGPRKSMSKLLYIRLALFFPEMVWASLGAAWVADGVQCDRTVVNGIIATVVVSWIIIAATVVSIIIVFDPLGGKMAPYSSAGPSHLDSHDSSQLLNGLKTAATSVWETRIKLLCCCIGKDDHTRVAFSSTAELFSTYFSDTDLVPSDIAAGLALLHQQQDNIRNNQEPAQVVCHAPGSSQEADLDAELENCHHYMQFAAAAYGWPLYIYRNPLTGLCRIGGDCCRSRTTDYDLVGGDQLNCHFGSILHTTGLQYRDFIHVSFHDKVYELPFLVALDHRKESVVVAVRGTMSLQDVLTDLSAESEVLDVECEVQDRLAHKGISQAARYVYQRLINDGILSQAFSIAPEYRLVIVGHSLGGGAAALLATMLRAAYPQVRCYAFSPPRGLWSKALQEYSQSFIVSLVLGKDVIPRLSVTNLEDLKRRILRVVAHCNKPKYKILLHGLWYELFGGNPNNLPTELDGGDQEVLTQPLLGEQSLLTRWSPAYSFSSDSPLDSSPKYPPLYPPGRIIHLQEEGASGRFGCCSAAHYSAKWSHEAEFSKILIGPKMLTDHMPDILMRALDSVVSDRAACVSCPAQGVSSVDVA
cardiac RTF act – cardiac RTF calcium sensitization | hit rate 0.24% among 340,000 | activation, % at 7.2 µM | AID 493008 | IANBD-labeled TnC RTF fluorescence at EC20 calcium; 0% EC20 calcium, 100% full calcium;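 active = activation above the mean over all tested compounds plus 3 SD, cut at about 30% in these data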;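 also: rise in fluorescence read as greater calcium sensitivity of cardiac thin filaments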
SR-BI uptake up – activators of SR-BI mediated HDL lipid uptake; CHO ldlA[mSR-BI] cells, DiI-HDL uptake fluorescence, 3 h; 100 = double the neutral-control signal; activation, % at 12.5 µM; hit rate 0.096% among 320,000; AID 504775;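 active = mean replicate activation of at least 60% and every replicate at or above 60%; inconclusive = mean or all-replicate condition met, but not both; inactive = mean below 60% and not all replicates reaching 60%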;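 also: 0% = median plate neutral-control signal and 100% = twice that signal; values of inactives mirror those of a sister screen read the other way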
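Test system: SR-BI-overexpressing, LDLR-lacking CHO cells; Also added: labelled HDL, 10 µg/mL; Measured by: bottom-read cell fluorescence after medium removal, ex 550/em 595 nm; Timing: 3 h uptake period with compound, 37 °C; Buffer or medium: F12, 0.5% BSA, 25 mM HEPES; Doses: single compound concentration, delivered by pin transfer.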
PKA-R2B act – activators of human PKA-R2B complex | P22694+P31323 | PKA-R2B holoenzyme dissociation, Cy5-IP20 fluorescence polarization; R2B truncated from residue 108, S112A mutant; 0% DMSO only, 100% 113 µM cGMP | activation, % at 11.4 µM | hit rate 0.079% among 340,000 | AID 504700;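 active = activation above a cutoff set at the mean over all compounds plus 3 SD, cut at about 18% in these data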;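 also: higher means more holoenzyme dissociation and a rise in polarization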
Numbers without * were called inactive; ? = inconclusive; · = no result given. The order is random; about 1.6% have a hit in one of these screens.

The opening 3 entries (preview)
SMILES	CAL PDZ FP-1	CAL PDZ FP-2	C-LANA FP	RTF Ca sens inh	Keap1-Nrf2 PPI	Rtt109 HAT inh	DAGLB inhibitor	cardiac RTF act	SR-BI uptake up	PKA-R2B act
CCCCCCCCCCCCN1[C@@H](CC(C)=O)c2cc(C(F)(F)F)ccc2S1(=O)=O	-0.8	-1	-2.3	3	-1	-8	-7	-10	12	2
CCCCN1CCc2c(c3ccccc3n2Cc2ccccc2)C1	0.0	0	2.5	-7	-1	1	1	-3	-4	-11
COc1cccc(N(CC(=O)N2CCN(C)CC2)S(=O)(=O)c2ccccc2)c1	-1.4	-1	-0.5	-5	0	4	1	1	19	9

This part in full, from the start:
SMILES	CAL PDZ FP-1	CAL PDZ FP-2	C-LANA FP	RTF Ca sens inh	Keap1-Nrf2 PPI	Rtt109 HAT inh	DAGLB inhibitor	cardiac RTF act	SR-BI uptake up	PKA-R2B act
CCCCCCCCCCCCN1[C@@H](CC(C)=O)c2cc(C(F)(F)F)ccc2S1(=O)=O	-0.8	-1	-2.3	3	-1	-8	-7	-10	12	2
CCCCN1CCc2c(c3ccccc3n2Cc2ccccc2)C1	0.0	0	2.5	-7	-1	1	1	-3	-4	-11
COc1cccc(N(CC(=O)N2CCN(C)CC2)S(=O)(=O)c2ccccc2)c1	-1.4	-1	-0.5	-5	0	4	1	1	19	9
CC(C)Cn1c(SCC(N)=O)nnc1-c1cccc(S(=O)(=O)N2CCOCC2)c1	-0.5	-3	-0.2	-1	-2	15	-1	-3	20	0
Cc1cccc(Nc2ncnc3onc(-c4ccc(F)cc4)c23)c1C	-0.1	0	-0.8	-3	0	0	-6	-12	-20	-4
Cc1c(NC(=S)NC(NC(=O)C(C)C)C(Cl)(Cl)Cl)c(=O)n(-c2ccccc2)n1C (stereo not drawn)	0.1	-5	-2.0	-4	-3	-5	-2	-7	-2	-5
CCOC(=O)c1c(NC(=O)C(F)(OC)C(F)(F)F)sc2c1CCN(C)C2 (stereo not drawn)	·	-5	3.3	-14	-8	-2	0	-3	8	-3
Cc1nn(-c2ccccc2)c(=O)c2noc(C)c12	-0.2	-3	-0.4	-2	-2	4	-4	8	26	1
Fc1ccc(-c2ccnc(=S)[nH]2)cc1	-1.4	2	0.7	-2	0	6	-2	0	4	2
CCCN(CC(=O)Nc1ccccc1C)C(=O)C1CC(=O)N(c2ccc(CC)cc2)C1 (stereo not drawn)	-0.7	4	0.0	-5	2	7	0	1	-41	4
Cc1cc2c(cc1C)NC(=O)CC(C(F)(F)C(F)(F)C(F)(F)F)=N2	-0.7	-2	0.2	-23	2	-6	-2	1	10	-3
CCc1ccccc1N(C(=O)c1snc(C(N)=O)c1N)C(C(=O)NCC1CCCO1)c1c[nH]c2ccccc12 (stereo not drawn)	-3.4	-6	0.8	-14	-2	-2	0	-4	·	-2
CCC1CCC/C1=N\NC(=O)c1cc(C)[nH]n1 (stereo not drawn)	-2.0	-1	0.6	-11	4	·	-2	3	5	-5
O=C(c1cc2ccccc2o1)N1CCCCCC1	-0.9	-3	0.4	-6	3	·	-1	-4	21	-14
CC(C)C(C(=O)NCC1CCCO1)N(Cc1ccccc1)C(=O)CNS(=O)(=O)c1ccccc1 (stereo not drawn)	-1.0	-3	0.4	3	5	-18	-2	-2	·	0
Nc1ccc(Nc2ccccc2N)cc1	1.4	·	-0.6	2	-1	-4	12	-1	-31	9
COc1ccc(C(N)CCc2ccco2)cc1 (stereo not drawn)	-0.9	-3	1.1	-12	-3	-6	1	4	20	-1
COc1ccc(/C=C(/NC(=O)c2ccco2)C(=O)Nc2cccc(C(=O)O)c2)cc1	-3.4	2	-0.1	-11	2	5	1	5	·	-11
Cn1c(CN2CCCCC2)nc2cc(NS(=O)(=O)c3ccc(Cl)cc3)ccc21	-1.1	-2	-1.4	-8	-2	-5	2	5	2	-7
O=C(NCc1cccnc1)C(=O)NC1CCCCC1	0.1	3	0.8	8	-6	6	0	2	7	-6
N#C/C=C/N1CCN(C(=O)c2ccco2)CC1	0.8	-2	-0.9	-9	5	0	-2	2	18	-4
C[C@@H]1C(c2ccc(F)cc2)=NN(c2ccc(Br)cc2)[C@H]1C(=O)N1CCOC1=O	-0.3	-1	2.6	-4	-3	3	1	4	-16	-8
COc1cccc(C(=O)Oc2ccc(/C=N/Nc3ccc(C(=O)O)cc3)cc2OC)c1	2.6	-3	1.7	-3	-4	18	3	-5	26	-4
Cc1ccc(NC(=O)COC(=O)CN2C(=O)C3CCCCC3C2=O)cc1S(=O)(=O)N1CCOCC1 (stereo not drawn)	-1.0	-2	-0.8	-4	-5	10	0	5	1	-10
CCCCC1=CC2=C(c3ccco3)C(=O)C(C)(OC(=O)c3ccc(OC)cc3)C(=O)C2=CN1CCOC (stereo not drawn)	-0.2	-1	2.1	-8	-1	-2	4	3	2	-5
O=C(Cn1c(C(F)(F)F)nc2ccccc21)OCC(=O)c1c[nH]c2ccccc12	-0.6	-3	2.5	-8	0	12	-1	4	·	6
COc1cc(CNCc2cccnc2)ccc1OCc1ccccc1	0.6	9	3.5	10	-1	4	0	4	8	-4
CCCC(=O)C1C(=O)CC(C)(C)C(c2cc(C)no2)C1=O (stereo not drawn)	0.1	0	-1.5	-2	1	4	-5	-1	8	7
CCC(C)NC(=O)CNC(=S)N(CCCN1CCOCC1)Cc1cccs1 (stereo not drawn)	-0.9	·	0.9	2	-2	0	1	3	11	-5
O=C(O)/C(=C\c1ccc(-c2ccccc2[N+](=O)[O-])o1)c1ccccc1	-6.6	6	1.0	-7	-3	8	8	-2	3	0
O=C(NCCC(NS(=O)(=O)OCC(Cl)(Cl)Cl)c1ccccc1)C(F)(F)F (stereo not drawn)	-0.4	-7	2.2	-11	-2	1	-3	-9	10	-4
CCN(CCn1cccn1)C(=O)CC1C(=O)NCCN1Cc1ccc(F)c(F)c1 (stereo not drawn)	0.0	0	0.8	3	-2	-11	0	-1	11	-7
Cc1cccc(/C=N/NC(=O)C[n+]2ccccc2)c1	-0.8	-2	-0.8	-9	4	-3	4	-4	19	-2
CCOc1ccc(CCNC(=O)c2nn(C)c3c2CS(=O)(=O)c2ccccc2-3)cc1	-0.6	-1	-0.4	-6	2	22	0	-3	-38	9
Cc1ccccc1NC(=O)c1nn(C)c(C(=O)Nc2ccccc2C)c1[N+](=O)[O-]	-0.9	-2	5.2	-6	-4	0	-2	-4	41	5
CC1(NC(=O)CCNC(=O)c2ccc(C(C)(C)C)cc2)CCS(=O)(=O)C1 (stereo not drawn)	-2.6	·	0.0	-1	-4	-5	2	-1	12	-10
CCCCc1ccc(NC(=O)Nc2cc(C)nn2C)cc1	-0.7	-3	2.6	-6	-3	5	-3	-9	4	5
Cc1nc(C)c(C(=O)N/N=C/c2cn(C)c3ccccc23)s1	-0.7	1	-1.9	-22	-5	-2	3	-2	-5	8
C=CCN(c1ccc(Cl)cc1)S(=O)(=O)c1cccc(C(=O)OCC(=O)N(C)C)c1	-0.5	-5	0.3	-3	-4	-3	0	2	-4	-2
CCCOc1cccc(-c2cc(C(=O)N/N=C/c3ccccn3)c3ccccc3n2)c1	-1.1	-1	1.9	-3	1	6	5	-4	-52	0
CCCCC(=O)NC(=S)Nc1cccc(NC(=O)CC)c1	-5.9	1	-1.6	-10	-4	11	2	9	?	-6
CCOC(=O)C1CCN(c2ccc(Cl)nn2)CC1	-1.8	-1	1.6	-9	2	24	-4	1	·	-8
O=c1cc(-c2ccccc2)oc2ccccc12	0.0	1	0.9	-7	-5	-11	-6	9	4	-10
Cc1cccc(C(=O)OCC(=O)Nc2c(C)nn(-c3ccccc3)c2C)c1O	-1.4	-6	·	-6	·	·	0	-1	24	-8
O=C1CC[C@@H]2C[C@@]3(C[C@@H]4CCN1[C@H]24)Nc1cc([N+](=O)[O-])ccc1NC3=NCc1ccccc1	0.5	4	3.7	-3	-1	-5	18	-2	·	-3
COC(=O)[C@@]12CCCCN1[C@H](c1ccc(-c3ccc4c(c3)OCO4)c(OC)c1)[C@@H]1C(=O)N(C)C(=O)[C@@H]12	0.2	1	-1.7	-8	-3	3	2	11	22	1
Cc1ccc(CNC(=O)CN(c2ccc(C(C)C)cc2)S(=O)(=O)c2c(C)noc2C)cc1	-1.7	-2	1.2	-6	1	-3	-7	1	-10	0
O=C(NNc1ncnc2c1cnn2-c1ccc(F)cc1)c1ccco1	-2.2	4	0.0	1	7	-8	-1	-1	1	0
O=C(CCCc1ccccc1)Nc1cccnc1	-0.3	-6	0.1	-8	0	-1	1	2	7	-14
Brc1ccc(/C=N/Nc2ccccn2)cc1	-2.8	-3	0.4	-5	3	-1	1	-3	-2	-3

New compounds follow.
SMILES	CAL PDZ FP-1	CAL PDZ FP-2	C-LANA FP	RTF Ca sens inh	Keap1-Nrf2 PPI	Rtt109 HAT inh	DAGLB inhibitor	cardiac RTF act	SR-BI uptake up	PKA-R2B act
Cc1ccc(CN(C)c2ccc(S(=O)(=O)N3CCCC3)cn2)cc1	-0.2	·	-1.5	-2	-1	-6	-4	-5	20	-10
O=C(Nc1ccccc1Br)C1CCN(C(=O)Cc2ccccc2)CC1	-2.3	1	1.3	-5	1	-14	-2	1	1	-11
COC(=O)c1sccc1-n1cccc1C(=O)C(=O)N1CCOCC1	-0.3	-2	0.9	-1	-2	-6	3	-4	37	1
COCCN1CCN(C(=O)c2cc(COc3ccc(F)cc3F)on2)CC1	0.2	-1	-0.7	-4	-1	1	2	-3	10	-6
COc1cccc(CNS(=O)(=O)c2ccc(N3CCCC3=O)cc2)c1	-0.6	4	-0.2	-7	5	12	2	0	5	9
Cc1cccc(N2CCN(C(=O)c3cccc(N4CCCC4=O)c3)C(C)C2)c1 (stereo not drawn)	-2.2	-1	0.8	0	2	25	3	-3	-36	-3
Nc1nc(SCC(=O)NCCCO)nc2sc3c(c12)CCC3	-1.6	-1	-1.9	-7	-7	·	3	12	6	-7
COc1ccc(NC(=O)NNC(=O)CCC(=O)Nc2ccccc2Cl)cc1	-2.2	0	1.5	-3	-2	-3	-2	1	4	1
Cc1ccc(/C=C/S(=O)(=O)NCCC(=O)NCc2ccc(F)cc2)cc1	-2.5	-5	1.6	-4	-5	2	0	0	6	0
CCOC(=O)[C@H]1[C@H]2COc3ccc(OC)cc3[C@@H]2N2C(=O)CN(Cc3ccccc3)C(=O)[C@@]12C	-0.2	-2	1.2	9	-2	-4	-2	2	13	-1
C[C@H](CO)N1C[C@H](C)[C@@H](CN(C)C(=O)Nc2ccc(C(F)(F)F)cc2)Oc2c(NC(=O)Nc3ccc(C(F)(F)F)cc3)cccc2C1=O	-0.1	-7	1.4	-7	-4	-4	-4	3	12	-1
